GLP-1R inv ag = GLP-1 receptor (human) inverse agonism; HEK293 GLP-1R CRE-luciferase, luminescence, 24 h; GLP-1R form is constitutively active; Potency, µM (highest dose often 38.3 µM), inactives show at the top dose activity change, negative = inhibition, actives largely listed as inhibitors; P43220; 410,000 tested, 1.6% active; AID 624417; note: potency is the fitted concentration of half-maximal effect; % is set by controls: 0 for no effect and ±100 for the full control effect; nearly all actives have a fitted effect of over 55% in size
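Inverse agonists were sought by their lowering of basal cAMP reporter luciferase output in HEK293 cells stably carrying constitutively active human GLP-1R, after 24 h compound treatment.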
KB-V1 MDR tox = KB-V1 MDR subline cytotoxicity; KB-V1 MDR cells viability, CellTiter-Glo, 72 h; Potency, µM (titrated, usually from 46.1 µM), for inactives: at the highest dose activity change, negative = cytotoxicity, most hits filed as cytotoxic; 400,000 tested, 3.4% active; AID 1347076; note: potency is the fitted concentration of half-maximal effect; % is set by controls: 0 for no effect and ±100 for the full control effect; nearly all actives have a fitted effect of over 60% in size
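KB-V1 MDR subline cells in DMEM (phenol-red free, 10% FBS) exposed to compounds in qHTS concentration series for 72 h at 37 degrees C. Viability read by CellTiter-Glo luminescence; concentration-effect curves fitted after normalization and correction.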
DRD3 agonist = activates the human D3 dopamine receptor. P35462. D3R DiscoveRx beta-arrestin cells, luminescence, 90 min. max activation, %. 410,000 tested, 0.58% active; in the data active = max activation above about 30%; note: 0% is about no effect; mostly tested at two doses, the higher about 12 µM
Target sequence (P35462 whole entry, looked up): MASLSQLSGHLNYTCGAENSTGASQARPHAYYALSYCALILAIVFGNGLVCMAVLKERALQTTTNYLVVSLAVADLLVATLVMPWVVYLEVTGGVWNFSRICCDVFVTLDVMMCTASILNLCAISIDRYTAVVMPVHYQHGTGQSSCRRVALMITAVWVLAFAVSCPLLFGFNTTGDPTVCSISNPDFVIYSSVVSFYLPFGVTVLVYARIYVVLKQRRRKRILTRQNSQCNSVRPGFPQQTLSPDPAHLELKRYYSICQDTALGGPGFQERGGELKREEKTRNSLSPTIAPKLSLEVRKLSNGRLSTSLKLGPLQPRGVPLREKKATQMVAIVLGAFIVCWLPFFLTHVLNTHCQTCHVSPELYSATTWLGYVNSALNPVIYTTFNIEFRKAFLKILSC
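Agonist mode: compounds and dopamine controls were applied to plated cells for 90 min at 37 degrees C after an overnight attachment at 1500 cells/well. Luminescent read-out followed 30 - 60 minutes at room temperature with DiscoveRx detection reagent.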
aSyn rescue = inhibitors of alpha-synuclein toxicity in yeast. Yeast expressing alpha-synuclein, growth rescue, BacTiter-Glo, 24 h. Potency, µM (series often up to 46.1 µM), inactives show at the top dose growth rescue (activation), usual class: activators. 370,000 tested, 0.14% active. AID 652106; note: potency is the fitted concentration of half-maximal effect; % of control where 0% means no effect; nearly all actives have a fitted effect of over 65% in size
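Readout is rescue of growth in alpha-synuclein-expressing yeast, so inhibitors of toxicity appear as activators. Growth after 24 hr at 30 deg C in galactose medium is quantified by luminescence.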
GLP-1R agonist = activates the human GLP-1 receptor; 380,000 tested, 0.007% active; P43220; AID 624172; Potency, µM (top dose mostly 45.6 µM), without a hit: at the highest dose activation, hits mostly activators; HEK293 GLP-1R CRE-luciferase, luminescence, 4-6 h; cells express a hypersensitive GLP-1R form; note: potency is the fitted concentration of half-maximal effect; % of control where 0% means no effect
TDP43 rescue = TDP-43 toxicity inhibition in yeast. TDP-43 expressing yeast growth rescue, BacTiter-Glo, 24 h. Potency, µM (titrated, usually from 46.1 µM), inactives show top-dose growth rescue (activation), most hits filed as activators. 410,000 tested, 1.8% active; note: potency is the fitted concentration of half-maximal effect; % of control where 0% means no effect; nearly all actives have a fitted effect of over 50% in size
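Yeast cells expressing TDP-43 under galactose induction are exposed to compounds for 24 hr at 30 deg C. BacTiter-Glo luminescence measures growth, so protective compounds score as activators.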
GLP1R cytotox = cytotoxicity counter-screen for GLP-1 receptor inverse agonists; Potency, µM (doses to about 38.3 µM), without a hit: top-dose activity change, negative = inhibition, usual class: inhibitors; HEK293 cAMP-luciferase reporter cells, luminescence, 24 h; 410,000 tested, 0.13% active;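 note: loss of luciferase light is scored as toxicity; potency is the fitted concentration of half-maximal effect; % is set by controls: 0 for no effect and ±100 for the full control effect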
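Cells in DMEM/10% Nu serum/1% pen-strep, 1536-well format. Pre-incubated 12 h, dosed with 23 nL compound, incubated a further 24 h. Luciferase detection, 12 min at room temp, luminescence.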
D3 antag = blocks the human D3 dopamine receptor; P35462; D3R cells, DiscoveRx beta-arrestin luminescence, antagonist mode; hits give low values; max response, negative = inhibition, %; 360,000 tested, 2.5% active; AID 652054; in the data active = max response below about -50%; inconclusive = no clear call, values can overlap the other calls; note: % is set by controls: 0 for no effect and ±100 for the full control effect; mostly tested at two doses, the higher about 12 µM
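Cells expressing the human receptor were seeded at 1500 cells/well, incubated overnight at 37 degrees C in 5% CO2, then exposed to library compounds with dopamine controls for 90 minutes at 37 degrees C before luminescent detection.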
PTHR1 ag = activates the human parathyroid hormone receptor PTHR1; Q03431; 410,000 tested, 0.075% active; Potency, µM (series often up to 115 µM), inactives show at the highest dose activation, most hits filed as activators; HEK293 GP2 PTHR1 cells, GloSensor cAMP luminescence, 1 h; note: potency is the fitted concentration of half-maximal effect; nearly all actives have a fitted effect of over 55% in size; some results filed as inactive show a strong effect at the top dose; inactives centre near -15; many of its hits are not listed in these tables
Target sequence (Q03431 whole entry, looked up): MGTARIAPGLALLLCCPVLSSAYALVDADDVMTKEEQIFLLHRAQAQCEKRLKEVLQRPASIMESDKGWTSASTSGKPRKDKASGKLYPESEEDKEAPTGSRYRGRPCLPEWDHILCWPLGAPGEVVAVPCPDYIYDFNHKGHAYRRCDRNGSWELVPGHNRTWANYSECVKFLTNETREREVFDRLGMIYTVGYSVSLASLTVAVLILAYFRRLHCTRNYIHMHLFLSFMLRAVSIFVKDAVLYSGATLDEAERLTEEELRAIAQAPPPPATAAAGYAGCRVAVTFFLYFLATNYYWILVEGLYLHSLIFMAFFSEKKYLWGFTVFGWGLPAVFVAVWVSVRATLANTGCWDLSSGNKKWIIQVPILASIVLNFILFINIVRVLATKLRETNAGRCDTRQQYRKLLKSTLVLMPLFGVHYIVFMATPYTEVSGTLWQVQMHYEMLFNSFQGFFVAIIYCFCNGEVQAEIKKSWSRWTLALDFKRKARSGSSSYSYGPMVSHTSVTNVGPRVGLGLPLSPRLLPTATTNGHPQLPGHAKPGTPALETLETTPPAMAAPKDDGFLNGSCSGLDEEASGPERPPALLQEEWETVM
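HEK-293-derived GP2 cells expressing PTHR1 and a GloSensor cAMP reporter, 3,000/well, plated overnight, given luciferin plus IBMX (each 0.5 mM as added) for 1 h at 37 °C, then compound for 1 h at 37 °C. Luminescence was read after 15 min at room temperature.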
An asterisk follows results filed as active; i = inactive; ? = inconclusive; . = no result given; & = joins results of further samples; [ ] = dose if it differs, or a comment. Unless noted, calls come from the whole dose curve; as a rule, active = well fitted curve in the direction sought with a large enough effect; inconclusive = small, poorly fitted or top-dose-only effect, or another doubt; inactive = no such curve, though single readings can be large; an effect the other way counts as inactive or inconclusive.

SMILES	GLP-1R inv ag	KB-V1 MDR tox	DRD3 agonist	aSyn rescue	GLP-1R agonist	TDP43 rescue	GLP1R cytotox	D3 antag	PTHR1 ag
CN(C)c1ccnc2sc3c(=O)n(-c4ccccc4)cnc3c12	0%	?	1	2%	2%	4%	-19%	-11	-4%[57.5 µM]
O=C(C[n+]1ccsc1)c1ccccc1	10%	-4%	10	9%	18%	-12%	4%	13	-12%
C/C(N)=C(/C#N)C(=O)CSc1nnc(Cc2ccccc2F)n1N	1%&4%	26%&18%	9&2	-13%&-6%	-1%&-2%	9%&1%	-11%&7%	8&11	i
O=C(NCCN1CCOCC1)c1ccc2c(c1)N(Cc1ccccc1)C(=O)c1ccccc1S2	?	-15%	-5	5%	5%	5%	-17%	-20	-19%
C=CCCC(=O)N1CCC(n2nccc2NC(=O)CCCc2ccccc2)CC1	12%	-17%	-9	2%	-3%	0%	-5%	-22	-18%
CCN(Cc1ccc(C#CCCO)cc1)CC1CCCN(CCc2cccc(OC)c2)C1 (stereo not given)	?	-13%	-24	1%	10%	12%	-24%	-25	-55%[inhibitor]
COc1cccc(CSc2ccc(S(=O)(=O)N3CCOCC3)cc2C(=O)NCC2CCCO2)c1OC (stereo not given)	13%	?	0	-1%	11%	7%	-6%	2	-22%
c1ccc(CCCCN2C(Nc3ccccc3)=NC[C@@H]2Cc2ccccc2)cc1	?	-21%	-31	2%	2%	12%	-18%	4	i
COc1ccc(C2C(C(=O)c3sc(C)nc3C)=C(O)C(=O)N2CCN2CCOCC2)cc1 (stereo not given)	20%	-2%	-19	-9%	1%	-4%	-4%	?	i
COc1ccccc1N1CCN(c2ncnc3n[nH]c(Br)c23)CC1	-21%	?	6	-2%	1%	12%	-22%	2	i
CCOC(=O)N(C)c1c(CC)nc2c(OCc3cc(Cl)cc(Cl)c3)cccn12	?	1%	7	2%	14%	0%	8%	-13	i
COC(=O)/C(=C\c1ccc([N+](=O)[O-])cc1)NC(=O)c1ccccc1	6%	2%	-9	-10%	6%	0%	1%	-16	-10%
COc1ccc(CCNc2oc(/C=C/c3ccc(OC)c(OC)c3)nc2C#N)cc1	?	.	-37	.	.	8%	21%	.	-54%[inhibitor]
Cc1ccc(-c2cc(C(=O)N/N=C/c3cccnc3)n[nH]2)o1	12%	-16%	4	5%	6%	0%	-3%	6	i
O=S(=O)(Nc1ccc(-c2ccc(N3CCCC3)nn2)cc1)c1ccccc1Cl	6%	-14%	16	.	.	13%	-22%	.	-25%
COc1ccc(NC(=O)c2ccc(-c3ccc(C(C)=O)cc3)o2)cn1	44%[activator]	8%	2	1%	2%	28%	3%	3	-28%
CC1CCCN(CC(=O)N2c3ccccc3Sc3ccccc32)C1 (stereo not given)	?	5%	-1	11%	-2%	1%	4%	-5	21%
O=C(O)CCC(=O)N1CCN(Cc2ccc3c(c2)OCO3)CC1	9%	19%	2	-6%	-4%	.	-8%	6	-4%
Oc1ccc(Cl)cc1N=Nc1ccccc1	16%	8%	6	7%	0%	-2%	-26%	12	-1%
Cc1nn(Cc2ccccc2)c(C)c1CNC(=O)[C@H](C)N=C1NS(=O)(=O)c2ccccc21	11%	?	-17	-1%[1.84 µM]	-5%	0%	0%	12	-11%
Cc1nnc(SCC(=O)NNC(=O)c2ccco2)n1-c1ccccc1	8%	0%	1	0%	-10%	6%	5%	15	i
Cc1ccc(N(C)S(=O)(=O)c2cccc(C(=O)Nc3nnc(C4CC4)s3)c2)cc1	?	2%	-5	0%	0%	.	-7%	0	-29%
CC(=O)Nc1ccc(S(=O)(=O)Nc2nc3ccccc3nc2Nc2ccc(N)cc2)cc1	48%[activator]	3%	-1	7%	-9%	15%	7%	-27	i
CCC(CO)Nc1nc2ccc(Cl)cc2c2ccccc12 (stereo not given)	?	0%	-6	-6%	6%	-15%	-31%	11	18%
CC(OCC(O)CNCC1COc2ccccc2O1)c1ccc(Cl)cc1 (stereo not given)	?	?	-3	3%	0%	-18%	0%	-68*	-23%

Following part:
SMILES	GLP-1R inv ag	KB-V1 MDR tox	DRD3 agonist	aSyn rescue	GLP-1R agonist	TDP43 rescue	GLP1R cytotox	D3 antag	PTHR1 ag
C/C(N)=C(/C#N)C(=O)CSc1nc2ccccc2c(=O)n1CCCO	72%[activator]	6%	7	-4%	8%	-26%	7%	-3	i
N#C/C(=C\c1c[nH]c2ccccc12)C(=O)NC1CC1	63%[activator]	0%	-2	-3%	13%	-7%	1%	-8	i
CCc1ccc(NC(=O)CSc2nnc(-c3ccccn3)n2C)cc1	6%	5%	2	6%	2%	-3%	-3%	7	-12%
CCOC(=O)N1CCN(Cc2ccccn2)CC1	8%	4%	15	0%	-1%	-5%	-8%	?	-4%
CCCCCCCCN1C(=O)[C@H](CC(=O)NCc2cccc3ccccc23)C[C@@]2(C(=O)OCC)CCCC=C12	?	?	-4	0%	2%	2%	-5%	-12	-14%
CCOc1cc(C(=O)NCc2nnc(SCC(=O)OC)n2C)cc(OCC)c1OCC	7%	4%	3	8%	0%	6%	3%	-3	i
COc1ccccc1C(=O)N/C(=C/c1ccccc1)C(=O)Nc1ccc(C(=O)O)cc1	27%	-9%	7	3%	2%	-8%	5%	11	-15%
O=C(COc1coc(CN2CCN(c3ccc(F)cc3)CC2)cc1=O)NC1CCCCC1	-1%	4.1µM*	-2	-3%	9%	-6%	-1%	9	-81%[inhibitor]
C=CCn1c(=O)c2c(nc3n2CCCN3Cc2ccccc2)n(C)c1=O	21%	-8%	4	-1%	14%	10%	6%	0	-4%
CC1(C(=O)NCc2ccccc2)CN(S(C)(=O)=O)CC(=O)N1CCCN1CCOCC1 (stereo not given)	13%	16%	2	-1%	.	-10%	1%	21	-2%
Cc1ccsc1C(=O)Nc1nnc(-c2ccco2)o1	0%	?	-4	.	-7%	-15%	?	-65*	i
Cc1ccc(S(=O)(=O)NCCCNC(=O)OCc2ccccc2)cc1	-17%	3%	10	6%	-2%	12%	-11%	16	-21%
Cc1ccc(NC(=O)CSc2nc(-c3ccco3)cc(C(F)(F)F)n2)cc1C	?	4.1µM*	9&22	2%	2%	22%&23%	?	21	-21%[57.5 µM]
COc1ccc(N2CCN(C(=O)c3sc4nc5n(c(=O)c4c3C)CCC5)CC2)cc1	12%	-21%	2	.	.	?	-7%	.	-55%[inhibitor]
Cc1cccc(NC(=O)C2CC(=O)N(c3ccc4c(c3)OCCO4)C2)n1 (stereo not given)	5%	5%	0	-3%	4%	5%	-15%	-6	i
COc1ccc(OC)c(NC(=O)CSc2nc3c(c(=O)n(C)c(=O)n3C)n2C)c1	9%	?	23	6%	11%	-1%	-4%	2	2%[57.5 µM]
COc1ccc(NC(=O)c2sc3nc4n(c(=O)c3c2C)CCC4)cc1Cl	14%	-1%	7	.	.	-2%	-10%	.	i
CCN1CCN(C(C(=O)NC2CCCC2)c2ccc(Cl)cc2)CC1 (stereo not given)	-28%	?	0	-3%	-3%	-6%	3%	0	15%
COc1ccc(S(=O)(=O)N2CCCCC2C)cc1 (stereo not given)	-2%	2%	0	2%	0%	26%	3%	-18	i
COc1cccc(NC(=O)CN(C)C(=O)c2cc(S(=O)(=O)Nc3ccccc3OC)ccc2C)c1	-10%	14%	3	3%	7%	-2%	-8%	0	-18%
Cc1nc2ccccc2cc1C(=O)N/N=C/c1ccco1	4%	3%	-5	-10%	-8%	0%	-2%	9	i
COc1ccc(C2N(c3cc(Cl)ccc3OC)C(=O)C3CCCN32)cc1 (stereo not given)	14%	-19%	-11	-7%	-2%	-3%	2%	-7	i
COc1cc(C(=O)N/N=C/c2ccc(OC(=O)c3cccc(C)c3)cc2)ccc1O	10%	9%	3	1%	-26%	-4%	?	-4	-41%[inhibitor]
CCCCN1C(=O)C(CC(=O)NCCN2CCOCC2)CC(C(=O)N(C)C)=C1C (stereo not given)	-14%	1%	-5	9%	8%	0%	2%	-8	-8%
COc1cccc(CC(=O)OCC(=O)N(C)CC(=O)Nc2ccccc2Cl)c1	-2%	-3%	-2	-8%	4%	-6%	21%	-21	i

Next compounds.
SMILES	GLP-1R inv ag	KB-V1 MDR tox	DRD3 agonist	aSyn rescue	GLP-1R agonist	TDP43 rescue	GLP1R cytotox	D3 antag	PTHR1 ag
Cc1csc(NC(=O)CCNC(=O)c2ccc([N+](=O)[O-])cc2)n1	3%	4%	-12	-3%	10%	-3%	16%	11	i
Clc1ccc(-c2cn3ncsc3n2)cc1	15%	-2%	-4	.	.	?	0%	.	-28%
O=C(O)c1cccnc1SCc1cn2cc(Cl)ccc2n1	-18%	42%	14	3%	-3%	-5%	-4%	2	-5%
Cc1cn(CC(=O)NCc2ccc(N(C)C)cc2)c(=O)[nH]c1=O	5%	5%	-21	-8%	0%	-16%	14%	-7	24%
CCOC(=O)C1=C(C)Nc2ccccc2N=C1NC(=O)CCCN1C(=O)c2ccccc2C1=O	3%	13%	-1	-7%	0%	0%	-12%	22	i
C[C@@H]1CN([C@H](C)CO)C(=O)c2cc(NC(=O)NC3CCCCC3)ccc2O[C@H]1CN(C)S(C)(=O)=O	10%	?	6	2%	-5%	0%	-7%	-15	-29%

High-throughput results: PubChem BioAssay, National Center for Advancing Translational Sciences (NCATS)

Only part of the results is shown (hit frequency here may not be typical).
